From PubChem BioAssay
RXFP1 ag: RXFP1 (human) receptor agonism. Potency, µM (series often up to 57.5 µM), for inactives: at the top dose activation, actives largely listed as activators. HEK293T-RXFP1 cAMP TR-FRET, 30 min; response scale: percent of porcine relaxin response, buffer zero. Q9HBX9. AID 2676. 370,000 compounds, 0.3% hits; active = well fitted activation curve with a large enough effect; inconclusive = small, poorly fitted or top-dose-only effect; note: potency is the fitted concentration of half-maximal effect; % is set by controls: 0 for no effect and ±100 for the full control effect; nearly all actives have a fitted effect of over 60% in size; many of its hits are not listed in these tables
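Agonist response is measured as cAMP accumulation in an RXFP1-transfected HEK293T line under PDE4 inhibition. Values are scaled between buffer-only and 29 nM porcine relaxin, and EC50s come from standard Hill equation fits.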
TRHR enhancer: allosterically enhances the human TRH receptor. TRHR cells, fluo-8 calcium fluorescence, EC20 TRH enhancement. P34981. 360,000 compounds, 0.66% hits. enhancement, % at 2 µM; in the data active = enhancement above about 30%; note: 0% is about no effect
Target sequence (P34981 whole entry, looked up): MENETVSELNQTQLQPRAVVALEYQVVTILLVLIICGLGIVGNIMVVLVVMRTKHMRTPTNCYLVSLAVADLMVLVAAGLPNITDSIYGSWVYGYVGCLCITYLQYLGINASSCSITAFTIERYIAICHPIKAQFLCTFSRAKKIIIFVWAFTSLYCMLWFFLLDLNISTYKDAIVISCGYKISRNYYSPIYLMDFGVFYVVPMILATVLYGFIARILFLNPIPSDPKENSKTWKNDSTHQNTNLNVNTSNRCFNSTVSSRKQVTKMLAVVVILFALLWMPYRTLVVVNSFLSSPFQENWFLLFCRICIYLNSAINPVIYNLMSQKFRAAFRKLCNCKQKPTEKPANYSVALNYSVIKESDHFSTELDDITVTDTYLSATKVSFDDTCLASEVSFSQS
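TRHR-expressing cells loaded with fluo-8 calcium dye were read kinetically (ex 480/em 530) during compound addition, then stimulated with an EC20 of TRH (10 nM final). Enhancement of the Gq-mediated intracellular calcium response was scored.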
D1 ag: agonists of human D1 dopamine receptor | P21728 | HEK293 T-REx D1 cells, calcium flux, agonist mode | activation, % at 2 µM | 360,000 compounds, 1% hits | AID 504660; in the data active = activation above about 30%; note: 0% is about no effect
Target sequence (P21728 whole entry, looked up): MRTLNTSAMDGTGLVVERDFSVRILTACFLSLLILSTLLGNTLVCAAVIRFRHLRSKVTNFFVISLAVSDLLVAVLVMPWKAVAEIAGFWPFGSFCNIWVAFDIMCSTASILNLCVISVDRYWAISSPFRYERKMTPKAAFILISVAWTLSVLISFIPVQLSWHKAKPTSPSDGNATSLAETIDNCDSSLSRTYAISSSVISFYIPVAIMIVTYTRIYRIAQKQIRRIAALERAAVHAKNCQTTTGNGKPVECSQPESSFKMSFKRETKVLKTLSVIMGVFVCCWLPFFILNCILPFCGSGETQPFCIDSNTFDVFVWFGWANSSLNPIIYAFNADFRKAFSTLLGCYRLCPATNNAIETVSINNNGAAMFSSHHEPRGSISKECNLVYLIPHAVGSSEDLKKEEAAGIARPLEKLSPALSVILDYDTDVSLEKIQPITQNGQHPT
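Inducible HEK293 T-REx D1 cells, force-coupled to calcium signalling, were plated at 4000 cells/well with tetracycline and held overnight at 30 C. After no-wash calcium dye loading, compound-evoked calcium rise over 180 s flagged agonists.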
D2 ag: D2 dopamine receptor (human) agonism; P14416; HEK293 T-REx D2 cells, calcium flux agonist mode; AID 485358; activation, % at 2 µM; 340,000 compounds, 0.53% hits;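 active = activation over 3 SD above normal in the single-dose calcium agonist read, cut at about 30% in these data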; note: 0% is about no effect
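Tetracycline-induced HEK293 T-REx cells with force-coupled D2 receptor, plated overnight at 30 C, loaded with no-wash calcium dye. After a 10 s baseline, compound was pin-added and calcium flux read kinetically for 180 s; calcium rises flagged agonists.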
D1 antag: antagonists of human D1 dopamine receptor | HEK293 TREx D1 cells, calcium flux, dopamine EC80; active compounds read low | activity change, negative = inhibition, % at 10 µM | 360,000 compounds, 3.2% hits; in the data active = activity change below about -30%; note: % is set by controls: 0 for no effect and ±100 for the full control effect
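Tetracycline-induced HEK293 Trex D1 cells, force-coupled to calcium, dye-loaded; compounds added and read 180 s, then EC80 dopamine added and calcium flux tracked kinetically another 180 s.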
D2 potentiator: positively modulates the human D2 dopamine receptor allosterically; potentiation, % at 10 µM; P14416; HEK293 T-REx D2, calcium flux, EC20 dopamine potentiation; AID 485347; 340,000 compounds, 0.34% hits;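 active = potentiation over 3 SD above the plate norm, cut at about 30% in these data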; note: 0% is about no effect
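Potentiation of an EC20 dopamine calcium response is measured in a force-coupled, tetracycline-inducible Hek293 Trex D2 line. Compound-only kinetic reads over 180 s flag agonists before dopamine addition.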
RXFP1 antagonist: blocks the human relaxin receptor RXFP1 | Q9HBX9 | activity change, negative = inhibition, % at 57.5 µM | HEK293-RXFP1, relaxin-stimulated cAMP HTRF, 30 min; active compounds read low | AID 1259400 | 350,000 compounds, 0.59% hits;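 active = activity change of -60% or lower, but not beyond a set lower limit; inconclusive = change between -60% and -40%, or beyond the set limit; inactive = change above -40%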; note: % is set by controls: 0 for no effect and ±100 for the full control effect
D1 potentiator: potentiators of human D1 dopamine receptor; HEK293 TREx D1 cells, calcium flux, dopamine EC20 potentiation; potentiation, % at 10 µM; 360,000 compounds, 0.036% hits; AID 504651; in the data active = potentiation above about 30%; note: 0% is about no effect
D2 antag: D2 dopamine receptor (human) antagonism | P14416 | HEK293 TREx D2 cells, calcium flux, dopamine EC80 | inhibition, % at 10 µM | 340,000 compounds, 2% hits | AID 485344; in the data active = inhibition above about 30%; note: 0% is about no effect
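HEK293 T-REx D2 cells, tet-induced, calcium dye no-wash. Cpd pintool add, 180 s kinetic, then EC80 DA, 180 s kinetic. Ca flux read.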
* = called active by the depositor; ? = inconclusive; · = not tested or not shown.

SMILES	RXFP1 ag	TRHR enhancer	D1 ag	D2 ag	D1 antag	D2 potentiator	RXFP1 antagonist	D1 potentiator	D2 antag
CCCn1c(SCCN2CCOCC2)nc2c1c(=O)n(C)c(=O)n2C	?	1	4	-0.4	-11	12	1	1	2
Cc1cc2c(s1)c1cnn(Cc3ccc(C#N)cc3)c(=O)c1n2C	·	2	4	·	-16	·	·	-4	·
CC(NC(=O)Nc1ccc2c(c1)OCO2)C1CCCO1 (configuration not stated)	0.4%	-2	3	-1.1	-3	-3	7	-2	-6
CCOCCOC(=O)c1[nH]c2c(c1C)C(=O)CC(c1ccc(OC)c(OC)c1)C2 (configuration not stated)	-0.3%	-5	11	3.4	-14	1	-9	-13	10
COc1ccc(SCCN2CC[C@@H](NC(=O)OCc3ccccc3)CCC2=O)cc1	-4.2%	-2	-1	-0.5	11	14	·	-2	-5
CCn1c(C)[n+](Cc2ccccc2)c2ccc(Cl)cc21	-1.8%	-10	1	-0.1	2	·	-2	-2	9
CSCC[C@H](NC(=O)[C@@H]1Cc2c([nH]c3ccccc23)C2c3ccccc3C(=O)N21)C(=O)NCC1CCCO1 (some centres not stated)	2.1%	-2	1	0.6	5	-6	·	9	17
COc1ccc(C(=O)Oc2ccc3oc(=O)sc3c2)cc1	0.0%	-21	0	-0.3	·	3	-22	-2	9
CCCC(NC(=O)c1c(C)noc1C)C12CC3CC(CC(C3)C1)C2 (configuration not stated)	1.5%	3	5	-0.4	8	2	-6	-3	5
COc1ccc(S(=O)(=O)c2cn(C)c3cc(N4CCCCCC4)c(F)cc3c2=O)cc1	4.9%	22	4	-1.1	-5	-3	-17	0	·
CCCC1CCC(C2=N/C(=C\c3ccc(OC)c(OC)c3)C(=O)O2)CC1 (configuration not stated)	-0.2%	-1	3	0.7	-6	0	2	-5	-4
O=C(Nc1ccccc1C(F)(F)F)C(O)(c1ccccc1)C1CCCCC1 (configuration not stated)	0.1%	2	0	0.9	-4	-8	·	1	3
Cc1cccc(OCC(=O)Nc2nc3ccc([N+](=O)[O-])cc3s2)c1C	2.2%	-3	7	1.4	-22	-4	-24	-8	8
COc1nccnc1NS(=O)(=O)c1ccc(N/C=C2\CCCCC2=O)cc1	-0.1%	-7	1	1.2	-19	4	-10	-4	-3
Cc1ccc2oc3c(c(=O)c2c1)C(c1cccc(O)c1)N(CCCN1CCOCC1)C3=O (configuration not stated)	1.6%	-6	1	0.3	-15	-7	·	-2	·
CCOc1ccc(Oc2c(/C=N/NC(C)=O)c(C)nn2-c2ccccc2)cc1	6.2%	-2	1	-0.6	-10	2	15	-5	-3
CC(C)CNC(=S)NC1CC2CCCC(C1)N2C1CCCCC1 (configuration not stated)	-2.3%	3	3	1.3	-4	-4	3	-5	-5
COc1ccc(N2CCN(C(=O)CCc3c(C)nn(-c4ccc(N5CCCC5)nn4)c3C)CC2)cc1	-2.4%	9	-1	·	-2	5	13	-3	·
CCOC(=O)c1c(C)[nH]c(C(=O)OCC(=O)N2CCN(S(=O)(=O)c3ccc(C)cc3C)CC2)c1C	-0.5%	3	6	0.2	17	14	-1	-1	-6
C#CCn1c2ccccc2c2nc3ccccc3nc21	6.4%	0	4	0.4	8	14	-13	8	-13
COc1ccc(S(=O)(=O)N(C)CC(=O)NCCCN2CCOCC2)cc1Cl	1.1%	0	0	-3.1	5	·	6	-3	9
Cc1ccc(C(=O)N2CCC(c3c[nH]c4ccccc34)(c3c[nH]c4ccccc34)CC2)cc1	1.6%	1	3	-0.6	1	5	·	0	·
S=c1nc(-c2cccc(Br)c2)[nH][nH]1	8.2%	-6	2	0.7	-26	-3	-22	-7	-5
COc1ccc(C(=O)Oc2c(OC)cc(C(=S)N3CCOCC3)cc2OC)cc1	-0.1%	6	7	-0.9	10	14	-2	-1	-1
Cc1ccc(NC(=S)NC(NC(=O)Cc2cccc3ccccc23)C(Cl)(Cl)Cl)cc1 (configuration not stated)	1.3%	2	0	0.6	-6	1	-7	-4	-1
Continued:
SMILES	RXFP1 ag	TRHR enhancer	D1 ag	D2 ag	D1 antag	D2 potentiator	RXFP1 antagonist	D1 potentiator	D2 antag
Cc1ccc(NC(=O)C2CCN(c3nnc(C)c4c(C)n(-c5ccccc5)nc34)CC2)c(Cl)c1	?	-6	2	-1.1	-11	3	-12	0	·
CCOC(=O)C1=NNC2(c3ccc(C)cc3)C(=O)N(c3ccccc3)C(=O)C12 (configuration not stated)	3.4%	4	-1	0.4	-14	3	3	-2	1
CC1CN(CCc2ccccc2)c2nc3c(c(=O)n(CC(N)=O)c(=O)n3C)n2C1 (configuration not stated)	1.8%	0	4	·	13	·	-17	-6	·
Cc1ccc(-c2nnn(CC(=O)N(CC(=O)NC3CCCC3)c3ccccc3F)n2)o1	-2.3%	5	1	-1.1	19	0	7	-4	-7
Cc1[nH]c2ccccc2c1/C=N\NC(=O)c1ccco1	-5.9%	1	2	1.0	5	10	9	-2	3
CS(=O)(=O)N1CCc2cc(C(=O)Nc3ccc(C(F)(F)F)cc3)ccc21	-2.6%	1	5	0.0	-17	-26	·	0	·
C/C(=N\NS(=O)(=O)c1ccccc1)c1cc(Cl)cc(Cl)c1O	1.6%	2	5	1.9	-1	4	14	6	-7
Cc1nc2ncnn2c(C)c1Cc1ccccc1Cl	0.4%	-5	14	0.3	22	8	·	·	16
CC(=O)Nc1ccc(-c2nnc(SCC(=O)Nc3ccc4c(c3)oc3ccccc34)n2C)cc1	-1.3%	-7	0	1.0	1	7	-4	0	20
Cc1cc(C)c(C(=O)OCc2csc(CC(=O)Nc3ccccc3C)n2)c(C)c1	1.3%	-18	10	-0.1	-7	13	-5	-4	-8
O=S(=O)(NCCc1cn2ccccc2n1)c1ccc(-c2ccccc2)cc1	3.7%	0	5	-0.3	-3	2	-7	-2	1
CS(=O)(=O)N1CCC(Oc2ccccc2C(=O)NCCCc2cccnc2)CC1	0.1%	5	1	0.5	-10	16	6	-7	-33
Cc1nn(C(C)c2nc(-c3ccccc3)no2)c(C)c1[N+](=O)[O-] (configuration not stated)	3.7%	0	0	-1.2	2	-6	8	-1	14
CCOCCCNC(=O)C(NC(=O)c1ccccc1O)c1ccc(C)cc1 (configuration not stated)	0.3%	-4	4	-0.4	5	6	-8	1	-8
COc1cc(C)c(Cc2cnc(N)nc2N)cc1OC	-0.7%	-4	1	-1.3	-8	13	-3	-2	-14
Cc1ccc(NS(=O)(=O)c2cccc(C(=O)Nc3c(C)n(C)n(-c4ccccc4)c3=O)c2)cc1	0.1%	-18	2	-0.2	5	5	-1	-2	8
Cc1nc2cc(NC(=O)N(C)c3ccc4ccccc4c3)ccc2o1	2.2%	-5	2	-0.1	-20	8	-4	4	13
O=C(O)CSc1nc2ccccc2n1Cc1ccccc1	1.4%	1	1	0.6	-23	2	-9	-3	-1
COc1cccc(/C=C/c2nc3ccccc3c(=O)n2-c2ccc(C)c(C)c2)c1OC	1.3%	-8	-4	·	15	13	-32	-1	·
Cc1ccc(Cl)cc1N1CCN(S(=O)(=O)c2ccc3c(c2)OCCO3)CC1	2.3%	-9	2	0.9	-6	-5	4	-7	-12
COc1ccccc1CNC(=O)C(C)c1ccc([N+](=O)[O-])cc1 (configuration not stated)	1.2%	-1	16	0.3	3	-3	-5	-4	-3
COc1ccc(S(=O)(=O)N(CC(=O)NC2CC3CCC2C3)c2ccccc2OC)cc1 (configuration not stated)	0.0%	-2	-1	1.1	14	3	-25	-3	-6
COC(=O)c1ccc(C2CC(=O)NC3=C2C(=O)CCC3)cc1 (configuration not stated)	-0.4%	-4	4	2.0	-23	7	-14	11	-1
CN(C)CCCN(C(=O)c1ccc(S(=O)(=O)N2CCc3ccccc3C2)cc1)c1nc2c(F)cccc2s1	-0.8%	-11	2	0.4	-3	-6	0	0	-7
COc1ccc(C=O)cc1OS(=O)(=O)c1ccccc1[N+](=O)[O-]	3.7%	3	2	-1.0	-20	-6	-2	-1	-1
COCCN1C=C(C(=O)OC)C(c2ccc3c(c2)OCO3)C(C(=O)OC)=C1	3.9%	-4	-1	-0.1	-13	2	-4	1	13
Cc1cc(C)nc(Nc2n[nH]c(Cc3ccccc3)n2)n1	0.2%	75*	1	45*	5	-2	·	4	0
Cc1c(CCOC(=O)C23CC4CC(CC(C4)C2)C3)sc[n+]1Cc1ccccc1	-0.9%	7	0	-0.1	5	-1	0	-4	-3
CC(C)C(NC(=O)c1ccc(C(C)(C)C)cc1)C(=O)OCC(=O)NC(=O)Cc1ccccc1 (configuration not stated)	-0.6%	-3	5	-0.5	-16	-2	-13	0	-1
Cc1ccc(-c2nnc(SCC(=O)N/N=C/c3ccccc3C(=O)O)n2-c2ccc(Cl)cc2)cc1	0.3%	7	2	1.1	-5	-18	-2	-2	-1

Twelve of these compounds in a different format.
smiles | RXFP1 ag | TRHR enhancer | D1 ag | D2 ag | D1 antag | D2 potentiator | RXFP1 antagonist | D1 potentiator | D2 antag
COc1cccc(/C=C/c2nc3ccccc3c(=O)n2-c2ccc(C)c(C)c2)c1OC | 1.3% | -8 | -4 | · | 15 | 13 | -32 | -1 | ·
Cc1ccc(Cl)cc1N1CCN(S(=O)(=O)c2ccc3c(c2)OCCO3)CC1 | 2.3% | -9 | 2 | 0.9 | -6 | -5 | 4 | -7 | -12
COc1ccccc1CNC(=O)C(C)c1ccc([N+](=O)[O-])cc1 (configuration not stated) | 1.2% | -1 | 16 | 0.3 | 3 | -3 | -5 | -4 | -3
COc1ccc(S(=O)(=O)N(CC(=O)NC2CC3CCC2C3)c2ccccc2OC)cc1 (configuration not stated) | 0.0% | -2 | -1 | 1.1 | 14 | 3 | -25 | -3 | -6
COC(=O)c1ccc(C2CC(=O)NC3=C2C(=O)CCC3)cc1 (configuration not stated) | -0.4% | -4 | 4 | 2.0 | -23 | 7 | -14 | 11 | -1
CN(C)CCCN(C(=O)c1ccc(S(=O)(=O)N2CCc3ccccc3C2)cc1)c1nc2c(F)cccc2s1 | -0.8% | -11 | 2 | 0.4 | -3 | -6 | 0 | 0 | -7
COc1ccc(C=O)cc1OS(=O)(=O)c1ccccc1[N+](=O)[O-] | 3.7% | 3 | 2 | -1.0 | -20 | -6 | -2 | -1 | -1
COCCN1C=C(C(=O)OC)C(c2ccc3c(c2)OCO3)C(C(=O)OC)=C1 | 3.9% | -4 | -1 | -0.1 | -13 | 2 | -4 | 1 | 13
Cc1cc(C)nc(Nc2n[nH]c(Cc3ccccc3)n2)n1 | 0.2% | 75* | 1 | 45* | 5 | -2 | · | 4 | 0
Cc1c(CCOC(=O)C23CC4CC(CC(C4)C2)C3)sc[n+]1Cc1ccccc1 | -0.9% | 7 | 0 | -0.1 | 5 | -1 | 0 | -4 | -3
CC(C)C(NC(=O)c1ccc(C(C)(C)C)cc1)C(=O)OCC(=O)NC(=O)Cc1ccccc1 (configuration not stated) | -0.6% | -3 | 5 | -0.5 | -16 | -2 | -13 | 0 | -1
Cc1ccc(-c2nnc(SCC(=O)N/N=C/c3ccccc3C(=O)O)n2-c2ccc(Cl)cc2)cc1 | 0.3% | 7 | 2 | 1.1 | -5 | -18 | -2 | -2 | -1

An excerpt. The share of hits here may be higher or lower than overall.
